MITF primary – human MITF inhibition, primary screen; O75030; AlphaScreen MITF homodimerization, bead proximity signal; inhibition, % at 2.6 µM; 0.91% of 650,000 active; AID 1259374; in the data active = inhibition above about 50%;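 note: 0% = vehicle wells with protein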
TEAD-YAP inh – TEAD-YAP interaction inhibition; HEK-TIYL cells, TEAD-Gal4/YAP UAS-luciferase luminescence; inhibition, % at 9.12 µM; 1.4% of 640,000 active; AID 1259422; in the data active = inhibition above about 32%;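 note: 0% = median of test compound wells and 100% = reference inhibitor wells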
FBW7 act – human FBW7 E3 ligase activation, primary screen; Q969H0; AlphaScreen FBW7–phospho-cyclin E peptide binding, activator screen; normalized activity (activation), % at 26.1 µM; AID 1259310; 0.13% of 650,000 active; in the data active = normalized activity above about 1.9%;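 note: purified mutant Fbw7 with reduced substrate affinity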
Target sequence (Q969H0 whole entry, looked up): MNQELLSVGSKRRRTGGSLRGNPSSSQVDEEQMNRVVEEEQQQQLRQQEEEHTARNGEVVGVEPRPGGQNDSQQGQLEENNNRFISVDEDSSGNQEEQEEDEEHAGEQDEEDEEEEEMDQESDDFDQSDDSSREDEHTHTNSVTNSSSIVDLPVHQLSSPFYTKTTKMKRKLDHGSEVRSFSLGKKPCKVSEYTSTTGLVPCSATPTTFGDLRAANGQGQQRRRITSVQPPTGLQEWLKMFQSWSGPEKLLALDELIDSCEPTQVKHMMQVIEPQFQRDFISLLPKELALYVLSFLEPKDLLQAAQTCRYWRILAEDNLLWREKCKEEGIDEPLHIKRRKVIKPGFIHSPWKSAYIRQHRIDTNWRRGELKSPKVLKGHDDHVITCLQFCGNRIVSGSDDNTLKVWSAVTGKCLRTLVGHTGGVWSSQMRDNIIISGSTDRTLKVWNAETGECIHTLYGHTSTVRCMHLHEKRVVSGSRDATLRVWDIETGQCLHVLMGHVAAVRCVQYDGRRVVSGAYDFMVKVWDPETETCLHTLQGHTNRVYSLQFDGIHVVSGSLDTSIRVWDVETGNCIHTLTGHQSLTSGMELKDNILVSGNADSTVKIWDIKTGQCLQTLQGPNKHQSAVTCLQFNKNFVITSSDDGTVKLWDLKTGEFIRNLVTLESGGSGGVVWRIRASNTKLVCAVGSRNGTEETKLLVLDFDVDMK
GPR151 ag – activators of human GPR151 | Q8TDV0 | PathHunter beta-arrestin GPR151 cells, luminescence | activation, % at 11.2 µM | 1% of 650,000 active; in the data active = activation above about 4.9%;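 note: 0% = median of compound wells and 100% = cells with positive control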
Target sequence (Q8TDV0 whole entry, looked up): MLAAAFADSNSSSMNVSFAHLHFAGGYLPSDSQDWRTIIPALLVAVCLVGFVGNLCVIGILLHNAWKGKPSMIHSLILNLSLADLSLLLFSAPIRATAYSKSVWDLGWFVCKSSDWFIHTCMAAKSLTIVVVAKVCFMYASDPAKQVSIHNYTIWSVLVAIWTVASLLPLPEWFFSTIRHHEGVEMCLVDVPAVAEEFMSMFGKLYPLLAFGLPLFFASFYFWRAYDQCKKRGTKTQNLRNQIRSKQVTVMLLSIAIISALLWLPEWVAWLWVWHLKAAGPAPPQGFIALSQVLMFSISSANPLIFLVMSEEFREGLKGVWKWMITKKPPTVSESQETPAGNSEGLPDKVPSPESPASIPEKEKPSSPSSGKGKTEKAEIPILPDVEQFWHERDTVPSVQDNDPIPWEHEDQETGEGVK
An asterisk follows results filed as active.

SMILES | MITF primary | TEAD-YAP inh | FBW7 act | GPR151 ag
COc1ccc(-n2nc(C(=O)NCC(=O)NCc3ccccc3OC)c3ccccc3c2=O)cc1 | 20 | -3 | 0.0 | 0.0
COc1ccc(C(=O)N/C(=C/c2cccnc2)C(=O)Nc2ccc(O)cc2)cc1OC | 16 | -5 | 0.1 | -0.1
O=C(NCCCNc1ccc([N+](=O)[O-])cc1Cl)c1ccc(Br)cc1 | 12 | 5 | 0.1 | -0.1
N#Cc1ccccc1NC1=CC(=O)CCC1 | 9 | 19 | 0.8 | 0.6
C=C(C)CN1C(=O)NC(CC)(C2CCN(C(=O)C(C)CC)CC2)C1=O (configuration not stated) | 13 | 15 | 0.2 | -0.3
CC(=O)Oc1ccc(C(=O)c2ccc(OC(C)=O)cc2)cc1 | 16 | 3 | -0.1 | 1.3
Cc1ccc(S(=O)(=O)NCC(C)(C)Cl)cc1 | 1 | -4 | -0.1 | 0.4
O=C1OC(c2ccccc2)=N/C1=C/c1ccc(-c2ccccc2)cc1 | -8 | 19 | 0.1 | 1.7
COc1ccc(-c2[nH]c3ccccc3c2SCCNC(=O)c2cc(OC)c(OC)c(OC)c2)cc1 | 3 | 18 | -0.2 | 0.7
COc1ccc(/C=N\n2cnnc2)cc1 | -50 | -9 | -0.2 | 0.7
CCCCCCCCON1C(=O)C2C3C=CC(O3)C2C1=O (configuration not stated) | 8 | -10 | 0.3 | -0.4
Cc1nc2c(C(=O)NCc3ccco3)cnn2c(C)c1Cc1ccc(Cl)cc1 | 7 | 1 | 0.0 | -1.3
CCn1c(C(=O)O)c(CC(=O)NCc2cccnc2)c2ccccc21 | 2 | -9 | 0.0 | -1.0
Cc1ccc(-c2csc(NC(=O)c3ccc(S(=O)(=O)N4CCCc5ccccc54)cc3)n2)o1 | 18 | 11 | -0.2 | 0.8
Cc1cccc(OCCOCCOc2cccc(/C=C3\SC(N)=NC3=O)c2)c1 | 5 | -5 | -0.1 | 0.6
COc1cc2c(cc1OC)C(NNC(=O)C(F)(F)C(F)F)=NC(C)(C)C2 | 14 | 4 | 0.1 | -1.8
O=C1c2ccccc2C(=O)N1OS(=O)(=O)c1ccc(Br)cc1 | 8 | -2 | -0.1 | 0.0
O=C(Nc1ccc(N2CCOCC2)cc1)c1cccc(N2CCN(Cc3ccc4c(c3)OCO4)CC2)n1 | 3 | -15 | -0.2 | -0.6
Cc1cc(=O)[nH]c2nnc(SCC(=O)NC(C)(C)C)n12 | 11 | 0 | 0.0 | 1.0
COc1ccc(C(=O)c2ccc(OC)cc2O)c(O)c1 | 15 | -15 | 0.1 | 2.6
Cn1c(=O)c2cc(C(=O)NCC3CCCO3)sc2c2ccc(Cl)cc21 (configuration not stated) | 0 | 2 | -0.2 | -0.6
CC1CCCC(NC(=O)c2ccc3c(=O)n(Cc4ccc5c(c4)OCO5)c(=S)[nH]c3c2)C1C (configuration not stated) | -5 | -13 | 0.1 | 0.4
O=C(Nc1ccc(Nc2ccccc2)cc1)C(Cl)Cl | 11 | 4 | -0.1 | 0.0
COc1cccc(OC)c1C(=O)Nc1cccc(-c2ccc(N3CCN(C)CC3)nn2)c1 | -6 | 27 | 0.0 | -0.9
C=CCOc1ccc(/C(O)=C2/C(=O)C(=O)N(Cc3cccnc3)C2c2ccc(C)cc2)cc1C (configuration not stated) | 17 | 8 | 0.1 | 3.0

Some of the entries above in another layout:
Below each compound – MITF primary	TEAD-YAP inh	FBW7 act	GPR151 ag
COc1ccc(-n2nc(C(=O)NCC(=O)NCc3ccccc3OC)c3ccccc3c2=O)cc1
→ 20	-3	0.0	0.0
COc1ccc(C(=O)N/C(=C/c2cccnc2)C(=O)Nc2ccc(O)cc2)cc1OC
→ 16	-5	0.1	-0.1
O=C(NCCCNc1ccc([N+](=O)[O-])cc1Cl)c1ccc(Br)cc1
→ 12	5	0.1	-0.1
N#Cc1ccccc1NC1=CC(=O)CCC1
→ 9	19	0.8	0.6
C=C(C)CN1C(=O)NC(CC)(C2CCN(C(=O)C(C)CC)CC2)C1=O (configuration not stated)
→ 13	15	0.2	-0.3
CC(=O)Oc1ccc(C(=O)c2ccc(OC(C)=O)cc2)cc1
→ 16	3	-0.1	1.3
Cc1ccc(S(=O)(=O)NCC(C)(C)Cl)cc1
→ 1	-4	-0.1	0.4
O=C1OC(c2ccccc2)=N/C1=C/c1ccc(-c2ccccc2)cc1
→ -8	19	0.1	1.7
COc1ccc(-c2[nH]c3ccccc3c2SCCNC(=O)c2cc(OC)c(OC)c(OC)c2)cc1
→ 3	18	-0.2	0.7
COc1ccc(/C=N\n2cnnc2)cc1
→ -50	-9	-0.2	0.7
CCCCCCCCON1C(=O)C2C3C=CC(O3)C2C1=O (configuration not stated)
→ 8	-10	0.3	-0.4
Cc1nc2c(C(=O)NCc3ccco3)cnn2c(C)c1Cc1ccc(Cl)cc1
→ 7	1	0.0	-1.3
CCn1c(C(=O)O)c(CC(=O)NCc2cccnc2)c2ccccc21
→ 2	-9	0.0	-1.0
Cc1ccc(-c2csc(NC(=O)c3ccc(S(=O)(=O)N4CCCc5ccccc54)cc3)n2)o1
→ 18	11	-0.2	0.8
Cc1cccc(OCCOCCOc2cccc(/C=C3\SC(N)=NC3=O)c2)c1
→ 5	-5	-0.1	0.6
COc1cc2c(cc1OC)C(NNC(=O)C(F)(F)C(F)F)=NC(C)(C)C2
→ 14	4	0.1	-1.8
O=C1c2ccccc2C(=O)N1OS(=O)(=O)c1ccc(Br)cc1
→ 8	-2	-0.1	0.0
O=C(Nc1ccc(N2CCOCC2)cc1)c1cccc(N2CCN(Cc3ccc4c(c3)OCO4)CC2)n1
→ 3	-15	-0.2	-0.6
Cc1cc(=O)[nH]c2nnc(SCC(=O)NC(C)(C)C)n12
→ 11	0	0.0	1.0
COc1ccc(C(=O)c2ccc(OC)cc2O)c(O)c1
→ 15	-15	0.1	2.6
Cn1c(=O)c2cc(C(=O)NCC3CCCO3)sc2c2ccc(Cl)cc21 (configuration not stated)
→ 0	2	-0.2	-0.6
CC1CCCC(NC(=O)c2ccc3c(=O)n(Cc4ccc5c(c4)OCO5)c(=S)[nH]c3c2)C1C (configuration not stated)
→ -5	-13	0.1	0.4

Part of the list above, showing only MITF primary, GPR151 ag and FBW7 act.
Structure	MITF primary	GPR151 ag	FBW7 act
Cn1c(=O)c2cc(C(=O)NCC3CCCO3)sc2c2ccc(Cl)cc21 (configuration not stated)	0	-0.6	-0.2
O=C(NCCCNc1ccc([N+](=O)[O-])cc1Cl)c1ccc(Br)cc1	12	-0.1	0.1

Continued:
SMILES | MITF primary | TEAD-YAP inh | FBW7 act | GPR151 ag
COc1cc(NC(=O)/C=C/c2ccc([N+](=O)[O-])cc2)c(C(=O)O)cc1OC | 17 | 7 | 0.1 | 3.7
c1ccc2c(c1)CCCN2Cc1nnc2n1CCCCC2 | -13 | 5 | -0.2 | 0.3
C=CCNC(=O)C(=O)Nc1cc(Cl)ccc1OC | -10 | -1 | 0.0 | 2.6
COc1ccc(Cl)cc1NC(=O)c1ccc(NC(=O)CCC(=O)O)cc1 | -12 | 3 | -0.2 | 1.0
C=COCCNC(=O)C(=O)Nc1ccccc1F | -2 | -33 | 0.0 | -0.5
COCCNC(=O)/C(=C\c1ccco1)NC(=O)c1ccccc1 | 0 | -7 | 0.2 | -1.5
O=[N+]([O-])c1ccc(COc2ccc(Cl)cc2/C=N/O)cc1 | 3 | -46 | 0.0 | 1.4
NC(=O)C(Cc1ccccc1)NC(=O)c1ccc(Cl)c(Cl)c1 (configuration not stated) | -13 | -1 | 0.0 | 3.2
COc1cc(OC)c(OC)cc1/C=C1\C(=O)NC(=S)N(c2cccc(F)c2)C1=O | 54* | 6 | -0.2 | -1.9
O=C(CCS(=O)(=O)c1ccc2c(c1)SCC(=O)N2)NCCCc1ccccc1 | 8 | 13 | -0.2 | 2.6
CC1CCN(S(=O)(=O)c2ccc(NC(=O)c3ccc(-c4ccccc4)cc3)cc2)CC1 | -4 | 7 | 0.0 | 3.2
Cn1c(=O)cc(SCC(=O)Nc2ccc(C(F)(F)F)cc2)c2ccccc21 | 15 | -5 | 0.2 | -0.2
COc1ccc(Cl)cc1C(=O)OCC(=O)NC(=O)CN1CCCC1=O | 26 | -1 | 0.3 | -0.4
O=C(Nc1ccc(N2CCOCC2)cc1)c1csc(Nc2ccc(-n3ccnc3)cc2)n1 | 33 | 18 | -0.2 | -0.3
COc1ccc(NC(=O)C23CCC(C)(C(=O)C2Br)C3(C)C)cc1 (configuration not stated) | 3 | 2 | 0.0 | -0.5
Cc1cc(NC(=O)c2ccc([N+](=O)[O-])o2)n(-c2nc3ccccc3[nH]2)n1 | -8 | 18 | -0.2 | -1.3
Cc1cc(NC(=O)CCN2C(=O)/C(=C\c3ccccc3F)SC2=S)no1 | -4 | 3 | 0.0 | 0.9
CCC(=O)Nc1ccc2c(c1)C(=O)N(C1CCCCC1)C2=O | -1 | -13 | -0.1 | 0.0
CCOc1cccc2cc(-c3cc(=O)oc4cc(OC(C)=O)ccc34)c(=O)oc12 | 9 | -6 | 0.1 | 2.4
CCN=c1scc(C)n1/N=C/c1ccc(C#N)cc1 | 1 | -47 | 0.0 | -0.9
CC(C)OC(=O)C1C(=O)CC(C)(O)C(C(=O)OC(C)C)C1c1ccccc1 (configuration not stated) | 1 | 0 | 0.0 | 1.4
O=C(CCS(=O)(=O)c1nc(-c2ccc3c(c2)OCO3)cc(C(F)(F)F)n1)Nc1c(F)cc(F)cc1Br | 6 | -6 | 0.1 | -0.9
CCn1c(N2CCC(C(=O)NCCO)CC2)nc2ccccc21 | 0 | -2 | -0.1 | -0.1
COc1ccc(-n2cc(-c3ccc(C)cc3)nc2SCC(=O)Nc2ccccc2)cc1 | 1 | -18 | -0.1 | -0.5
Cc1nnc2n1NC(c1ccc(Cl)cc1)C(C(=O)Nc1ccccc1F)S2 (configuration not stated) | 9 | 8 | -0.1 | -0.2
SMILES | MITF primary | TEAD-YAP inh | FBW7 act | GPR151 ag
CCN(CC)S(=O)(=O)c1ccc(OCC(=O)c2c(C)[nH]c3ccccc23)c([N+](=O)[O-])c1 | 5 | 0 | 0.0 | 0.2
CC1Cc2ccccc2CNC12CCCCC2 (configuration not stated) | 2 | -9 | -0.2 | -0.4
Nc1ncc(-c2cccc(F)c2)nc1NCc1ccncc1 | 12 | -8 | 1.9* | -1.6
O=C1C(=O)N(CCCN2CCOCC2)C(c2ccc(F)cc2)/C1=C(/O)c1ccc(S(=O)(=O)N2CCOCC2)cc1 (configuration not stated) | -10 | 3 | -0.2 | 2.2
O=C(NCCN1CCN(C(=O)c2ccccc2Cl)CC1)c1ccsc1 | -2 | 1 | 0.0 | -1.7
O=C(Nc1ccc(F)c(F)c1)c1cccn(OCc2ccccc2F)c1=O | -11 | -17 | -0.2 | -1.4
CC(C)(C)NC(=O)N1CCC(C(=O)NC(c2ccc(F)cc2)c2ccccn2)CC1 (configuration not stated) | 16 | 8 | 0.5 | 0.0
COC(=O)c1ccccc1-n1cnnn1 | -3 | 8 | -0.2 | 1.7
CCCCOc1ccc(NC(=O)CSc2nc3ccc(NC(=O)c4ccccc4)cc3s2)cc1 | 0 | -4 | 0.1 | -1.2
COc1cccc(CNc2c(-c3ccc4c(c3)OCC(=O)N4)c(=O)c2=O)c1 | 2 | 10 | 0.1 | 0.9
Nc1nc(SCc2ccc([N+](=O)[O-])cc2)n(-c2ccccc2)n1 | 0 | -7 | -0.3 | 0.3
O=[n+]1cc(-c2cccc3ccccc23)n([O-])c2c1CCC2 | -13 | -7 | 0.0 | 0.6
O=C(Nc1ccc(-c2nc3ccccc3o2)c(O)c1)c1cc2ccccc2oc1=O | 7 | 2 | -0.1 | 0.0
O=C(c1ccc2c(c1)OCCO2)C1CCN(C(=S)NCC2CCCO2)CC1 (configuration not stated) | -2 | -14 | 0.1 | -1.3
CCOC(=O)/C(N=Nc1cc(OC)ccc1OC)=C(\C)O | -3 | -1 | 0.1 | 2.4
Cc1cc(C)c2oc(-c3cccc(NC(=S)NC(=O)c4ccco4)c3)nc2c1 | 2 | 8 | -0.1 | 0.7
CN(Cc1ccc(-n2cccn2)cc1)c1nc2nonc2nc1N1CCOCC1 | 2 | -4 | 0.5 | 3.9
O=C1CC(C(=O)NCCc2ccccc2)C2(CCCCC2)O1 (configuration not stated) | 4 | 1 | 0.2 | -1.1
CN(C)S(=O)(=O)N(C)c1ccc(O)cc1 | -9 | -8 | -0.2 | -0.1
Cc1ccc(-n2c(=O)c3cc4c(=O)n(-c5ccc(C)cc5O)c(=O)c4cc3c2=O)c(O)c1 | -19 | -16 | -0.1 | -1.2
CCOC(=O)c1sc(N2C(=O)C(=O)/C(=C(/O)c3ccc(C)cc3)C2c2ccc(OC)cc2)nc1C (configuration not stated) | -12 | 0 | 0.1 | -0.9
Cn1nnnc1SCC(=O)N1CCOCC1 | -3 | -4 | 0.1 | 1.3
N/C(=N\OC(=O)Cc1ccc([N+](=O)[O-])cc1)c1ccc([N+](=O)[O-])cc1 | 2 | 3 | 0.1 | 0.6
COc1ccc(CCNC(=S)Nc2ccc(OC(F)F)cc2)cc1OC | 11 | 7 | 0.6 | 0.7
COc1ccc(Cl)cc1NC(=O)Nc1nnc(N2C(C)CCCC2C)s1 (configuration not stated) | -3 | 3 | -0.1 | 0.3
C/C=C(\CC(NCc1ccccc1C(OC)OC)c1ccccc1)C[Si](C)(C)C (configuration not stated) | 6 | -7 | 0.1 | 0.6
N#Cc1c(NCc2ccc(Cl)cc2)nc(=O)n2ccccc12 | -6 | 2 | 0.1 | 0.9
Cc1nonc1C(=O)N/N=C/c1cc([N+](=O)[O-])ccc1O | 2 | -9 | -0.5 | -0.5
O=C(CN1CCN(c2ccccc2F)CC1)c1ccc(O)c(O)c1 | 16 | -32 | 0.0 | 1.0
CCOC(=O)CN(c1ccc(OCc2ccccc2)cc1)S(C)(=O)=O | 8 | -14 | 0.3 | -3.0

Random draw from the library. About 3.5% of those tested had a hit in this group.
